# Source: PubChem (National Center for Advancing Translational Sciences (NCATS))
# VP16 counter = Gal4-VP16 reporter inhibition counter-screen; Drosophila S2 Gal4-VP16 UAS-luciferase, luminescence, 20 h; Potency, µM (titrated, usually from 53.6 µM), inactives show at the top dose activity, negative = inhibition, usual class: inhibitors; 310,000 compounds, 3.5% hits;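 also: Gal4-VP16 expression switched on by copper sulfate through the metallothionein promoter; potency is read from the fitted curve at half-maximal effect; % is scaled to controls: 0 for no effect and ±100 for the full control effect; nearly all actives have a fitted effect of over 50% in size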
# PKM2 activator = increases activity of human pyruvate kinase M2 | purified PKM2, Kinase-Glo ATP luminescence, activation; response scale: 0% is enzyme alone, no compound | Potency, µM (top dose mostly 57.5 µM), for the others: at the highest dose activation, usual class: activators | 260,000 compounds, 0.34% hits; also: potency is read from the fitted curve at half-maximal effect; % is scaled to controls: 0 for no effect and ±100 for the full control effect; nearly all actives have a fitted effect of over 55% in size
#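 hPK-M2, >95% pure; 0.1 mM ADP / 0.5 mM PEP final; imidazole pH7.2 buffer w/ 7 mM MgCl2, 50 mM KCl; 1 h RT; Kinase-Glo lum. Intermediate enzyme activity for dual inhibitor/activator qHTS.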
# Giardia kill = Giardia lamblia killing; Giardia lamblia trophozoite viability; 340,000 compounds, 0.15% hits; activity change, % at 7.66 µM, hits read low; in the data active = activity change below about -80%; inconclusive = between about -30% and that limit;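 also: parasites exposed to compound for two days anaerobically before the ATP read; % is scaled to controls: 0 for no effect and ±100 for the full control effect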
#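 Each well holds 100 Giardia trophozoites and compound. After two days (48 hrs) at 37 deg C in anaerobic conditions, ATP is quantified by luminescence.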
# Menin MLL FP TR = displaces Texas Red mutant MLL peptide from human menin; O00255; Menin + Texas Red MLL mutant peptide, fluorescence polarization; Potency, µM (series often up to 61.6 µM), for inactives: at the highest dose FP activity change, negative = inhibition, most hits filed as inhibitors; 270,000 compounds, 0.23% hits; AID 1768; active = well fitted inhibition curve with a large enough effect in the polarisation, with a control signal flat, not every such curve was filed as active; inconclusive = small, poorly fitted or top-dose-only effect, or effect the other way, or a change in a side signal; inactive = no such curve, though single readings can be large or run the other way; the % refers to the polarisation; also: potency is read from the fitted curve at half-maximal effect; % of control where 0% means no effect; many of its hits are not listed in these tables
# p53 reactivator = mutant p53 re-activation in reporter cells | H1299 p53-A138V BP100-luciferase reporter, luminescence, 24 h | 320,000 compounds, 0.063% hits | Potency, µM (highest dose often 92.2 µM), without a hit: at the top dose activity change, positive = activation, usual class: activators; also: potency is read from the fitted curve at half-maximal effect; % of control where 0% means no effect; nearly all actives have a fitted effect of over 45% in size
#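 H1299 (p53-null), stable ts p53-A138V + BP100-Luc; 1000 cells/well, Opti-MEM/10% FBS; cpd 4 pt, 1:5; 24 h, 37 deg C, 5% CO2; detection reagent 10 min RT; luminescence.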
# NPC1 prom act = NPC1 promoter activation; Huh7 NPC1 promoter luciferase reporter, 24 h; Potency, µM (titrated, usually from 9.22 µM), for the others: at the highest dose activation, most hits filed as activators; AID 485313; 320,000 compounds, 2.4% hits;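 also: potency is read from the fitted curve at half-maximal effect; % of control where 0% means no effect; nearly all actives have a fitted effect of over 60% in size; reporter is driven by a mutant NPC1 promoter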
#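 Huh7 reporter cells (NPC1 promoter driving luciferase) are dosed with compound for 24 h at 37 °C, 5% CO2; luciferase detection reagent is then added and luminescence measured after 10 min at ambient temperature.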
# BRCA1 expr act = BRCA1 expression activation; MCF7-BRCA1-FFLuc reporter, luminescence, 48 h; response scale: scaled: vehicle 0%, 10 µM genistein 100%; Potency, µM (highest dose often 46.1 µM), for the others: at the highest dose activation, actives largely listed as activators; 380,000 compounds, 1.1% hits; also: potency is read from the fitted curve at half-maximal effect; nearly all actives have a fitted effect of over 80% in size; some results filed as inactive show a strong effect at the top dose
#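 Luminescence from a BRCA1-driven firefly luciferase in MCF7 cells was read after 48 h compound exposure at 37 C. Data normalized against DMSO and a 10microM genistein activation control, then curve-fitted across the titration.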
# Rab9 prom act = activators of Rab9 promoter; Huh7 Rab9 promoter-luciferase reporter, luminescence, 24 h; Potency, µM (titrated, usually from 9.22 µM), for inactives: at the top dose activation, negative = inhibition, most hits filed as activators; AID 485297; 320,000 compounds, 2.8% hits; also: potency is read from the fitted curve at half-maximal effect; % of control where 0% means no effect; nearly all actives have a fitted effect of over 60% in size
#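 Stable Rab9-luc Huh7, 1500 cells/well, 2 h settle; cmpd in DMSO, 24 h, 37 °C/5% CO2; luciferase reagent 10 min RT; luminescence.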
# RORgamma inh = ROR gamma (mouse) transcription inhibition | Drosophila S2 Gal4-RORgamma UAS-luciferase reporter, 20 h | Potency, µM (series often up to 53.6 µM), inactives show at the top dose activity change, negative = inhibition, actives largely listed as inhibitors | 310,000 compounds, 5.4% hits | AID 2551; also: potency is read from the fitted curve at half-maximal effect; % is scaled to controls: 0 for no effect and ±100 for the full control effect; nearly all actives have a fitted effect of over 60% in size
# Target sequence (P51450 whole entry, looked up, the tested form may be a part): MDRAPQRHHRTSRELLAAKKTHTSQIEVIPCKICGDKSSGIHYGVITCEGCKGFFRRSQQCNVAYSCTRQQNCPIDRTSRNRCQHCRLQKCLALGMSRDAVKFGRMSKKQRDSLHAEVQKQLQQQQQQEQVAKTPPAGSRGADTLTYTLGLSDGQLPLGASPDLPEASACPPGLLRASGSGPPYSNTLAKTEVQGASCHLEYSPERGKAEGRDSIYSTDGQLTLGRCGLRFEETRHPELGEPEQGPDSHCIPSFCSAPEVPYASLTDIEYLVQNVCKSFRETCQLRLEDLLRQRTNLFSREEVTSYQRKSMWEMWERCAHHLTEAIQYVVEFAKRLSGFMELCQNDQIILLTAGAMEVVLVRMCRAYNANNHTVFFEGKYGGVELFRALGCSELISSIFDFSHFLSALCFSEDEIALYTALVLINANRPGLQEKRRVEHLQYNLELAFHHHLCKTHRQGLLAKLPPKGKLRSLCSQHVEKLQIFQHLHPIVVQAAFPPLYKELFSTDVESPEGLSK
#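 Stably transfected Drosophila Schneider cells are the test system, with ROR gamma fused to Gal4 and luciferase under UAS control; luminescence is read after 20 hr of 700 uM copper sulfate induction at ambient temperature.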
# ELG1 genotoxic = induces genotoxicity in HEK293T cells with luciferase-tagged ELG1 | HEK293T ELG1-luciferase reporter, luminescence, 16 h | 330,000 compounds, 1.3% hits | Potency, µM (highest dose often 46 µM), for inactives: at the top dose activity change, positive = activation, actives largely listed as activators | AID 504466; also: potency is read from the fitted curve at half-maximal effect; % of control where 0% means no effect; nearly all actives have a fitted effect of over 60% in size
#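 Reporter readout depends on ELG1 protein level, which increases with genetic stress. After 16 hr compound exposure at 37 °C, luciferase activity was quantified using ONE-Glo.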
# FLuc counter = inhibits or activates purified firefly luciferase, miR-21 counter-screen | P08659 | purified FLuc, Km substrates, luminescence inhibition | Potency, µM (highest dose often 57.5 µM), for the others: top-dose activity change, negative = inhibition, actives largely listed as inhibitors | 360,000 compounds, 6.9% hits | AID 588342;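 also: potency is read from the fitted curve at half-maximal effect; plate controls were vehicle for no effect and reference inhibitor for full effect; nearly all actives have a fitted effect of over 55% in size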
# Target sequence (P08659 whole entry, looked up): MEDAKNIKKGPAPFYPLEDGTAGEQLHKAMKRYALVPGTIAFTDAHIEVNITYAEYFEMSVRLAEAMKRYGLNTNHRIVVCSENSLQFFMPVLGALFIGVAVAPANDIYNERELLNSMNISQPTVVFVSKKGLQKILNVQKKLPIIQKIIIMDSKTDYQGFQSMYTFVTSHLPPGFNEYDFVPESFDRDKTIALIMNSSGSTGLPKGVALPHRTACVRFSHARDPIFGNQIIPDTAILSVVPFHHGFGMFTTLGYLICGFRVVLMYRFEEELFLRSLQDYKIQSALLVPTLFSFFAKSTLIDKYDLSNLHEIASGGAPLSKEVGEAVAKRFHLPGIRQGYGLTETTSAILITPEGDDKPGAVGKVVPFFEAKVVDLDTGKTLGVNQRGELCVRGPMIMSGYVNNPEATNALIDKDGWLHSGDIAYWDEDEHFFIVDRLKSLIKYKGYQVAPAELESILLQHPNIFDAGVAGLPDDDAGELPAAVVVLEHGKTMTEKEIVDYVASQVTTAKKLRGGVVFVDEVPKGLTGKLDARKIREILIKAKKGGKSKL
#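 Purified P. pyralis luciferase, 10 nM final, with Km-level 10 uM D-luciferin and 10 uM ATP in 50 mM Tris acetate pH 7.5, 10 mM Mg acetate, 0.01% Tween-20, 0.05% BSA; 6-point qHTS titration about 60 µM downward; luminescence read.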
# Starred values were filed as active, the others as inactive; ? = inconclusive; . = not tested or not shown; [ ] = another dose, or the depositor's remark. Unless noted, calls follow the shape of the dose curve; as a rule, active = well fitted curve in the direction sought with a large enough effect; inconclusive = small, poorly fitted or top-dose-only effect, or another doubt; inactive = no such curve, though single readings can be large; an effect the other way counts as inactive or inconclusive. An excerpt, so the mix of outcomes need not match the whole.
SMILES,VP16 counter,PKM2 activator,Giardia kill,Menin MLL FP TR,p53 reactivator,NPC1 prom act,BRCA1 expr act,Rab9 prom act,RORgamma inh,ELG1 genotoxic,FLuc counter
O=C(OCC1OC(n2ncc(=O)[nH]c2=O)C(OC(=O)c2ccccc2)C1OC(=O)c1ccccc1)c1ccccc1 (stereo not drawn),-3.0%,8.2%,-4.8,65.0%[activator],.,-2.8%,2.5%,0.1%,20.3%,1.3%,8.1%
CC(C)CCNc1nc2ccccc2nc1NS(=O)(=O)c1cccs1,-4.2%,-6.1%,0.7,.,-2.3%,0.4%,-33.0%,-1.3%,2.8%,-4.1%,-0.8%
NC(=O)c1cccc([N+](=O)[O-])c1,-1.8%,.,0.6,.,0.6%,1.7%,2.9%,1.5%,-6.3%,0.0%,4.7%
CCC(CC)c1nnc(NC(=O)C2CSC3(C)CCC(=O)N23)s1 (stereo not drawn),.,.,-11.8,.,-4.2%,0.0%,4.7%,-2.8%,.,-0.2%,0.7%
CCOC(=O)c1ccc(-c2ccc(/C=N/NC(=O)c3cncc(Br)c3)o2)cc1,?,-0.7%,-3.1,.,7.8%,1.26µM*,?,0.708µM*,?,?,1.7%
Cc1cc(NC(=O)c2ccccc2)n(-c2ccccc2)n1,17.3%,5.4%,19.4,6.7%,-0.8%,-1.5%,-4.2%,-3.5%,-11.7%,1.4%,-0.9%
Nc1nc(NC(=O)c2cccs2)nn1-c1ccccc1,-3.8%,2.1%,-22.3,-1.4%,8.7%,2.82µM*,65.5%,2.51µM*,?,?,16.9µM*
CC[C@@]12C(=O)N(c3cccc(Br)c3)C(=O)N1[C@H](c1ccc(Cl)cc1)[C@@H]1C(=O)N(C3CCCCC3)C(=O)[C@@H]12,-12.8%,-3.7%,-11.1,-0.2%,.,-0.5%,-35.5%,-0.8%,5.5%,-3.5%,-0.9%
Nc1nnc(SCC(=O)NCCNC(=O)CSc2nnc(N)s2)s1,.,.,-5.6,.,1.6%,3.2%,13.7%,-7.8%,.,-3.0%,1.9%
COC(=O)c1ccc(NC(=O)C2C3C=CC(O3)C2C(=O)O)cc1 (stereo not drawn),7.3%,0.2%,-8.8,-0.7%,?,-1.5%,11.9%,-5.4%,30.6%,4.8%,-0.3%
Cc1cc(N2C(=O)CCC2=O)n(-c2ccccc2)n1,-13.4%,-6.8%,11.7,-6.3%,-0.9%,-0.7%,5.6%,-6.7%,-22.3%,-1.7%,6.4%
CN(C)S(=O)(=O)N1CCN(S(=O)(=O)c2ccccc2)CC1,-19.9%,2.4%,-5.9,17.6%,-0.5%,0.3%,9.7%,-2.6%,-18.9%,-6.2%,1.1%
Cc1[nH]c2ccc(C(=O)NCCN3CCCCCC3)cc2c1C,-2.6%,7.9%,8.4,-8.5%,-4.6%,-0.4%,0.0%,-4.5%,-4.4%,1.6%,-5.0%
CCCC(O)(CCN1CCOCC1)c1ccc(Cl)cc1 (stereo not drawn),-5.9%,-0.8%,10.7,.,-1.4%,-2.6%,1.9%,-0.2%,-1.8%,-1.2%,-1.0%
COc1ccc(C2c3c(-c4ccccc4)n[nH]c3C(=O)N2c2ccc(C(=O)O)cc2)cc1 (stereo not drawn),3.8%,-1.0%,2.3,.,3.0%,-6.2%,7.1%,-0.8%,2.4%,8.3%,16.9µM*
CCOc1ccc(OCCCC(=O)ON=C(N)c2ccccc2Cl)cc1,.,.,-3.2,.,4.8%,-2.1%,-3.3%,-3.6%,.,1.4%,5.1%
COc1cc(CNS(=O)(=O)c2ccc3c(c2)CC(C)N3C(=O)C2CCC2)cc(OC)c1OC (stereo not drawn),6.31µM*,.,1.5,10.3%,-5.1%,-12.4%,-2.5%,-17.8%,-41.8%,0.4%,-2.5%
COc1cccc(/C(C)=N/NC(=O)Cc2c(C)[nH][nH]c2=O)c1,-7.1%,14.6%,-25.9,-1.1%,0.0%,1.7%,29.7%,-1.3%,11.2%,0.5%,-0.1%
COc1ccc(C(=O)N/N=C/c2ccccc2C(=O)O)cc1OC,-5.8%,3.9%,7.6,.,-0.6%,-5.4%,-7.8%,7.2%,-3.9%,0.2%,-13.2%
Cc1ccc(NC2SC(=O)N(Cc3cccc(C(=O)O)c3)C2=O)c(C)c1 (stereo not drawn),2.6%,5.6%,1.6,.,-1.5%,-1.0%,-7.3%,1.9%,12.9%,1.0%,?
CC/C(=N\NC(=O)c1nnn(-c2nonc2N)c1-c1cccs1)c1ccccc1,-15.8%,-4.3%,-29.6,?,3.0%,-3.2%,-17.8%,-3.2%,20.5%,-6.0%,2.5%
COc1cccc(-c2nnn(CC(=O)Nc3cc(OC)c(NC(=O)c4ccco4)cc3OC)n2)c1,?,-4.6%,-3.6,33.0%[activator],-13.2%,-1.2%,-45.8%,0.8%,6.6%,3.7%,-2.3%[2.3 µM]
O=C(Nc1c2c(nn1-c1ccc([N+](=O)[O-])cc1)CS(=O)(=O)C2)c1ccccc1F,-8.5%,.,12.8,4.8%,-1.6%,-2.8%,3.5%,2.6%,8.1%,-3.5%[9.26 µM],-0.9%
Cc1ccc(S(=O)(=O)N2CCN=C2SCc2ccccc2)cc1,-25.4%,10.4%,4.9,-6.9%,4.4%,-1.8%,-5.4%,-0.7%,5.7%,-1.0%,-14.0%
CCOc1cc(/C=N/NC(=O)CCCC(=O)NC2CCCCC2)ccc1O,1.8%,-1.2%,2.9,-3.4%,7.1%,0.6%,-5.6%,-2.6%,-0.7%,2.1%,1.6%
CCCCN(C(=O)c1cccc(S(=O)(=O)N2CCN(C)CC2)c1)c1c(N)n(CC(C)C)c(=O)[nH]c1=O,.,.,43.9[activator],.,-8.9%,0.5%,19.8%,-6.2%,.,-3.0%,0.0%
Cc1cccc(NC(=O)CCCCCN2C(=O)c3ccccc3C2=O)n1,12.3%,-7.5%,-2.8,-18.4%,-5.9%,-0.7%,12.6%,-0.7%,?,-6.5%,2.3%
O=C(NCCCn1ccnc1)/C(=C/c1cccnc1)NC(=O)c1ccco1,0.7%,1.8%,11.8,.,-1.1%,1.8%,0.1%,0.6%,11.5%,-2.2%,-1.3%
Cc1ccc(CC(=O)NCC(C)C)cc1,8.5%,0.8%,-16.3,-2.3%,4.3%,-2.5%,-5.2%,1.7%,-16.5%,-1.0%,3.5%
CCc1ccccc1OCc1nnc(N)s1,2.1%,21.9%,-6.5,-0.9%,-3.2%,-3.7%,2.9%,-5.8%,-12.8%[10 µM],0.8%,-2.9%
COc1ccccc1-n1c(SCC(=O)N(C)C2CCS(=O)(=O)C2)nc2ccccc2c1=O (stereo not drawn),-11.0%,-3.8%,-4.2,-0.2%,1.3%,-4.5%,-1.9%,-0.5%,6.7%,0.7%,4.1%
Cc1cc(C(=O)NCc2cc(F)cc3c2OCOC3)nn1C,5.8%,0.6%,-7.4,.,-1.9%,-3.0%,0.0%,0.6%,-16.2%,0.0%,5.9%
O=C(NCc1ccco1)c1ccc2c(=O)n(-c3ccccc3)c(=S)[nH]c2c1,-4.9%,0.4%,2.8,?,0.2%,-6.5%,-9.3%,6.1%,-15.2%,0.6%,5.2%
CC(C)c1ccccc1OCCCCCNCCO,-0.6%,0.8%,-21.0,-1.6%,2.3%,14.2%,-3.8%,11.0%,-0.2%,1.7%,0.2%
CN(C)S(=O)(=O)Nc1cccc(NC(=O)CC23CC4CC(CC(C4)C2)C3)c1,-3.7%,.,-19.1,98.3%[activator],-0.8%,-3.7%,-19.3%,-6.1%,73.8%,-9.5%,-1.0%
Cc1cc(C(=O)OCC(=O)Nc2c(F)cccc2F)c(C)n1-c1ccccc1,?,5.8%,0.5,-12.5%,7.4%,24.4%,-9.9%,25.4%,?,15.6%,10.7µM*
COc1ccccc1/C=C\C(=O)NCC(=O)N/N=C(/C)c1cccc([N+](=O)[O-])c1,0.9%,-0.7%,-3.8,26.9%,-5.0%,0.2%,-34.0%,-3.4%,39.7%,-1.9%,-3.9%
Cc1ccc(C(=O)Nc2ccc(N3CCOCC3)c3nonc23)cc1[N+](=O)[O-],-12.8%,-0.5%,4.6,?,3.8%,2.5%,-21.8%,9.1%,33.3%,10.3%,-5.5%
CCCCn1c(N)c(N(CCOC)C(=O)COC(=O)COc2cccc(C(C)=O)c2)c(=O)[nH]c1=O,.,.,7.5,.,5.5%,-0.6%,14.3%,-2.6%,.,0.1%,-1.4%
O=C(C1CCN(c2ccc(N3CCOCC3)nn2)CC1)N1CCN(c2ccc(F)cc2)CC1,-11.4%,1.2%,-1.8,-8.9%,-16.4%,-1.1%,-54.5%,-3.4%,13.6%,-4.1%,2.9%
COc1ccc(C[C@@H](NS(=O)(=O)c2ccc(C(=O)O)cc2)C(=O)O)cc1,-16.3%,.,.,2.0%,.,0.7%,.,0.6%,-17.7%,.,-1.6%
CCOC(=O)c1c(C)oc2c1c(C=NC1CCS(=O)(=O)C1)c(O)c1ccccc12 (stereo not drawn),-0.6%,-4.3%,1.2,?,0.1%,-8.5%,-33.2%,-3.3%,-16.5%,-6.3%,2.9%
